aDG glyco act – activators of alpha-DG glycosylation, primary screen, uHTS, Pro5-aDG cells, AlphaScreen; 0.22% of 360,000 active; AID 624168, 2012; activation, % at 10 µM; alpha-DG glycosylation AlphaScreen (IIH6); 0% Pro5, 100% B10-LARGE cell signal;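 active means activation of at least 8% versus controls, or a plate z-score of at least 8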;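 further: Pro5 are CHO cells carrying HIG-tagged alpha-DG that lacks glycosylation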
Exocytosis inh – LAMP-1 surface exposure blockers, TALL-104 cells – cell-based, flow cytometry, MLPCN library, primary screen; 0.66% of 360,000 active; AID 651702, 2012; inhibition, % at 10 µM; TALL-104 LAMP-1 surface exposure; cells stimulated with thapsigargin and PMA;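 active means inhibition above about 55%, limit read from the data; inconclusive means no clear call, values can overlap the other calls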
CaV13 FRET inh – Disruptors of the CACNA1D IQ motif to Ca2+-dependent inactivation inhibitor domain association, primary screening, Förster resonance energy transfer in intact living …; HEK cells, CFP/YFP FRET ICDI-IQ, plate reader, 10 min; percent FRET-ratio fall versus neutral wells; inhibition, % at 12.3 µM; 0.098% of 340,000 active; AID 743397;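 active means mean replicate inhibition of at least 30% and at least 1% of replicates passing that level; inconclusive means only one of the two criteria is met; inactive means neither criterion is met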;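 further: 0% = median of the neutral control wells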
HTR2A ag – mouse Htr2a agonists via beta-arrestin recruitment, primary screen, cell-based, luminescence; 5-hydroxytryptamine receptor 2A (Mus musculus), P35363; CHO-K1 mHTR2A beta-arrestin complementation; percent of 30 µM serotonin response; activation, % at 7.6 µM; 0.66% of 360,000 active;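 active means activation above a run cutoff, the mean activation of all tested compounds plus 3 SD, cut at about 14% in these data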;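 further: 0% = plate median of compound wells and 100% = 30 µM serotonin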
Target sequence (P35363 whole entry, looked up): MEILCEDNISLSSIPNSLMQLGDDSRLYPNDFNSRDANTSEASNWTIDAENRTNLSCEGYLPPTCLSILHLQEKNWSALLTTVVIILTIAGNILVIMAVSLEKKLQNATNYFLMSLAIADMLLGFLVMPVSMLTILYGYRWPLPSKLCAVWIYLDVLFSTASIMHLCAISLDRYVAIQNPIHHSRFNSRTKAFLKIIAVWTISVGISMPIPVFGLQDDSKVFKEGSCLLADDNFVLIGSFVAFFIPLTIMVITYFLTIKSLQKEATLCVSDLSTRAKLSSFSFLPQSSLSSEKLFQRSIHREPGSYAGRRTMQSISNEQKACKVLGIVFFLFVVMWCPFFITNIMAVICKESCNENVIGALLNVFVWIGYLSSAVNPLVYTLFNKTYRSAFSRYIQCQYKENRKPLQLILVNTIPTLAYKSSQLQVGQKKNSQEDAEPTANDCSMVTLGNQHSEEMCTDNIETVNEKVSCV
hiPSC survival – enhancers of single-cell hiPSC survival, primary screen, ATPlite luminescence; 100% = ROCK inhibitor wells, 0% = DMSO; survival enhancement, % at 20 µM; 0.044% of 360,000 active; in the data active means survival enhancement above about 18%;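 further: cells exposed to compounds for 16 hours before the ATP read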
H9c2 protect – cardioprotection against H2O2-induced cell death, primary screen, uHTS, H9c2 cells, ATPLite luminescence; H9c2 cardiomyocytes, H2O2 injury protection, 2 h; protection from H2O2 cell death, % at 20 µM; 0.63% of 360,000 active; AID 588492, 2011;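 active means compounds giving at least 50% protection of heart cells from peroxide-induced death in the single-dose screen, raw or plate-pattern-corrected value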;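 further: 0% = DMSO wells with peroxide and 100% = DMSO wells without peroxide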
Vif inh – HIV Vif self-association inhibitors, primary screen, imaging, HEK293T, single point; HEK293T cells, Vif self-association by quenched fluorescence, 24 h; inhibition, % at 7.49 µM; 0.35% of 340,000 active; AID 602346, 2012; in the data active means inhibition above about 50%, passing the limit was not always enough; inconclusive means no clear call, values can overlap the other calls; inactive means below about 31%; further: some results filed as inactive read as strong as hits
ABCB6 inh MLPCN – ABCB6 transporter inhibitors, primary screen, K562-ABCB6 cells, flow cytometry, MLPCN library; ATP-binding cassette sub-family B member 6 (Homo sapiens), Q9NP58; K562-ABCB6 porphyrin accumulation, 1 h; stronger effect = lower value; fluorescence ratio to DMSO, % at 10 µM; 0.19% of 360,000 active; AID 602162, 2011;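 active means fluorescence ratio to DMSO below 75%, the collection mean minus 3 SD; inconclusive means too few cells collected in the well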;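 further: signal is porphyrin accumulated inside mitochondria; 100% equals median channel fluorescence of DMSO control wells; lower ratio means ABCB6 inhibition with less porphyrin fluorescence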
PDI turbidity – inhibitors of human PDI, primary screen, biochemical, turbidity, single point, plate reader; inhibition, % at 10 µM; PDI insulin aggregation turbidity, A650, 90 min; 0.052% of 350,000 active; Protein disulfide-isomerase (Homo sapiens), P07237;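 active means mean inhibition across replicates of 30% or more, whatever share of single replicates reach that level; inconclusive means mean inhibition below 30% while every single replicate reaches 30%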;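 further: absorbance from insulin aggregation driven by PDI reduction with DTT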
Target sequence (P07237 whole entry, looked up): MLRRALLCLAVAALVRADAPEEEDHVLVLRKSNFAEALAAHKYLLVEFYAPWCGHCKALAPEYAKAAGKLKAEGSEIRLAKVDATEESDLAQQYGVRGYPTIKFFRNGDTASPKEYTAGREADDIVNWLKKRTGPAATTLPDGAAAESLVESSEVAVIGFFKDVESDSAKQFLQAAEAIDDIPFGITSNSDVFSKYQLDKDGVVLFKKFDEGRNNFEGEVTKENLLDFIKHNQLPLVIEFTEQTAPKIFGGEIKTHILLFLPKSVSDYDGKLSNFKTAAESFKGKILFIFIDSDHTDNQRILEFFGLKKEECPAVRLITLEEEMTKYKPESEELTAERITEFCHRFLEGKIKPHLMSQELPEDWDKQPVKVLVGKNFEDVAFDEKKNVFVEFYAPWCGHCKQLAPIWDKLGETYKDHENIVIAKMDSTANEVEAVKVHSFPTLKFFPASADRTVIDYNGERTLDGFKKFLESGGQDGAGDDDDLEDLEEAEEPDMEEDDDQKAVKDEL
Glyco luc inh – increase of ERlucT glycosylation luciferase signal, primary screen, N-linked glycosylation inhibitor project, D54 ERlucT cells, luminescence, set 2; 0.23% of 360,000 active; AID 588692, 2011; D54 ERlucT glycosylation luciferase reporter, 24 h; percent of 100 nM tunicamycin response; reporter increase, % at 12.5 µM;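 active means mean luciferase reporter signal, scaled so untreated is 0 and the glycosylation-blocking control 100, at or above a set limit in every replicate; inconclusive means mean reaches the limit but not every replicate does; inactive means mean below the limit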;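 further: luciferase carries N-glycosylation sites so blocking glycosylation raises the light; 0% = median of neutral control wells and 100% = median of 100 nM tunicamycin wells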
Starred values were filed as active, the others as inactive; ? = inconclusive; . = no result given.

SMILES	aDG glyco act	Exocytosis inh	CaV13 FRET inh	HTR2A ag	hiPSC survival	H9c2 protect	Vif inh	ABCB6 inh MLPCN	PDI turbidity	Glyco luc inh
CCCCCCC(=O)N(O)C1CC(=O)N(c2ccc(F)cc2)C1=O (stereo not given)	-0.1	32	-5	4	-0.1	-22	39	104	0	78*
COc1ccc(C2=CC(=O)CC(c3ccc(F)cc3)C2)cc1 (stereo not given)	-0.1	-6	-5	-2	0.6	-6	0	97	-3	-3
CN(C)CC(C(=O)c1ccccc1)c1ccccc1 (stereo not given)	-0.8	39	-8	-5	-5.6	-32	-7	96	3	-19
CCCCNC(=O)c1ccc2c(c1)N(CC)C(=O)c1ccccc1S2(=O)=O	-0.2	-2	-3	0	-2.3	-8	3	90	.	-4
Cc1ccc(S(=O)(=O)N(C)C)cc1NC(=O)CSc1ncn[nH]1	-0.3	0	-6	1	0.0	0	-5	101	-9	2
c1ccc(-c2ccc3ccccc3n2)cc1	0.2	-8	.	0	0.8	-5	-9	98	.	-3
COc1ccc(C(C)=O)cc1COC(=O)c1cnc(C)cn1	-0.2	-3	-4	-2	1.2	4	4	96	-6	1
CCC(C)NC(=O)Cn1c(=O)n(-c2ccccc2)c(=O)c2ccc(C(=O)NCc3ccco3)cc21 (stereo not given)	0.0	-1	-3	0	-0.6	3	61*	90	-2	2
CC1CCN(C(=O)c2ccc3c(c2NCCO)C(=O)c2ccccc2C3=O)CC1	-0.3	7	-2	-6	0.2	29	-14	105	-2	0
O=C(O)CCCC(=O)Nc1ccc(C(=O)N2CCCCC2)c(Cl)c1	-0.2	9	.	4	-0.4	4	29	85	-5	1
CCc1nc2ccc(C(=O)NCCOc3ccc(OC)cc3)cn2c1N(CC)CCOC	-0.1	0	-5	4	0.2	0	-4	93	0	-1
C=CCSC1=NNC(c2ccc(C(C)(C)C)cc2)=NN1	0.2	2	-19	-1	1.0	-3	18	97	-11	9
CCn1c(CNS(=O)(=O)c2ccc(Cl)cc2)n[nH]c1=S	-0.2	0	5	4	-0.5	2	-28	105	-3	1
COc1cc(CN(C(=S)NCC(=O)O)C2CCCC2)cc(OC)c1OC	-0.3	3	5	-3	-0.2	-2	5	100	6	1
CC(=O)N/C(=C\c1cccs1)C(=O)O	0.7	-6	4	4	0.7	-1	-3	101	-3	-1
O=C(NCc1cccs1)c1ccc(N2CCCC2=O)cc1	-0.1	-1	0	3	4.9	-4	0	96	14	-1
O=C(O)c1ccc(COc2ccc3ccccc3c2/C=C2/NC(=O)N(c3ccccc3)C2=O)cc1	-0.2	30	-5	-3	-0.9	5	2	103	11	1
CCOC(=O)COc1ccc(Oc2nc(C)cc(OC)n2)nn1	-0.3	-2	-7	0	0.2	3	-1	105	1	1
Cc1cccc(-c2nc(Nc3cccc(O)c3)c3ccccc3n2)c1	0.1	8	-5	5	-0.8	1	-22	91	1	1
Nc1nc(N2CCN(C(=O)c3ccco3)CC2)nc2ccccc12	0.2	2	-6	-3	1.6	7	1	96	14	-1
Cn1c(=O)c2c(-c3ccccc3)n(-c3ccccc3F)cc2n(C)c1=O	0.4	-6	-10	3	1.4	9	-8	99	.	1
O=c1[nH]c(-c2ccccn2)nc(C(F)(F)F)c1Br	4.5	0	3	-4	-1.6	32	-5	103	-7	4
CC1CN(C(=O)CCc2cc(C(C)(C)C)c(O)c(C(C)(C)C)c2)CC(C)O1 (stereo not given)	-0.1	3	-6	1	0.3	-6	-8	98	-6	-3
CCOC(=O)N1CCN(c2ccc(C(C)=O)cc2F)CC1	0.5	-1	-6	0	-2.5	-3	-4	89	-10	1
COc1ccc(NC(=O)Nc2ccncc2)c(OC)c1	0.1	-2	-14	-2	-0.4	2	-7	90	15	2

In another format: three of the compounds above.
Values run as follows: aDG glyco act | Exocytosis inh | CaV13 FRET inh | HTR2A ag | hiPSC survival | H9c2 protect | Vif inh | ABCB6 inh MLPCN | PDI turbidity | Glyco luc inh
Cc1ccc(S(=O)(=O)N(C)C)cc1NC(=O)CSc1ncn[nH]1
    -0.3 | 0 | -6 | 1 | 0.0 | 0 | -5 | 101 | -9 | 2
c1ccc(-c2ccc3ccccc3n2)cc1
    0.2 | -8 | . | 0 | 0.8 | -5 | -9 | 98 | . | -3
COc1ccc(C(C)=O)cc1COC(=O)c1cnc(C)cn1
    -0.2 | -3 | -4 | -2 | 1.2 | 4 | 4 | 96 | -6 | 1

Additional records
SMILES	aDG glyco act	Exocytosis inh	CaV13 FRET inh	HTR2A ag	hiPSC survival	H9c2 protect	Vif inh	ABCB6 inh MLPCN	PDI turbidity	Glyco luc inh
COc1ccc(CNC(=O)c2sc(=S)n(-c3ccc(OC)cc3)c2N)cc1	-0.3	0	.	-9	0.9	6	-2	100	-2	-2
O=C(O)c1cc(N2CCCC2)ccn1	0.1	11	-5	-1	-2.5	4	-1	106	-2	0
N#Cc1ccc(-c2csc(NC3=NCCCCC3)n2)cc1	1.5	5	-5	0	-0.3	21	19	105	0	-1
CC(C)C(O)C1CCN(Cc2nc(Cc3ccccc3Cl)no2)CC1 (stereo not given)	-0.2	5	-8	3	-2.1	-1	.	101	-24	2
CCC1CCCCN1C(=O)COc1ccc(S(=O)(=O)N2CCOCC2)cc1Cl (stereo not given)	-0.1	-5	-5	-1	1.8	4	-1	99	-15	2
O=C(CN1CCOCC1)Nc1c(C(=O)C2CC2)oc2ccccc12	-0.1	-8	-7	-4	-0.3	0	?	94	4	0
O=C1C(Cl)=C(NCC2CCCO2)C(=O)N1c1cccc(Cl)c1Cl (stereo not given)	0.6	24	.	0	-2.6	2	2	103	6	2
Cc1cc(C)n(-c2cc(N3CCOCC3)nc(-c3ccccc3)n2)n1	0.0	-1	-8	-5	-0.4	-1	-2	100	11	-4
Cc1ccc(OCCCC(=O)Nc2ccccc2C(F)(F)F)cc1	-0.2	0	.	1	3.4	-4	7	87	2	0
O=C(CC1C(=O)NCCN1CC1CCCCC1)NCc1cc(F)ccc1F (stereo not given)	0.3	8	-5	1	-1.8	6	6	107	0	0
CCC(C)NC(=O)C1CCCN(c2nc(C)cc(OC)n2)C1 (stereo not given)	0.0	4	-3	1	5.2	3	-9	105	1	2
COc1ccccc1C(CNC(=O)C(C)(C)Oc1ccc(Cl)cc1)N1CCCC1 (stereo not given)	0.0	10	-5	-8	-0.4	4	1	101	7	-2
O=C1CCC(=O)N1OCCOc1ccccc1	0.1	-1	-3	6	-0.9	6	33	101	1	0
CC1CCC2(CC1)NC(=O)N(CC(=O)Nc1nc(-c3ccc(F)cc3)cs1)C2=O (stereo not given)	-0.4	0	.	4	0.7	-13	1	103	-5	9
O=C(c1ccco1)N1CCN(C(=S)NC2CC3CCC2C3)CC1 (stereo not given)	-0.1	-1	-1	-3	0.8	-4	3	98	-7	-1
COc1ccc2[nH]c3c(c2c1)CCN1C(=O)C(CC(=O)NCCCN(C)C)C[C@H](C(=O)N2CCOCC2)[C@@]31CCC1CCCC1 (stereo not given in full)	-0.1	-1	-8	1	3.7	11	7	97	23	0
O=C1C=C(c2cccc3c2sc2ccccc23)C[C@@H](c2ccc(F)cc2)C1	-0.4	1	-6	5	-0.6	1	5	96	0	-4
COc1ccc(CCC(=O)NC(C)c2ccccc2)cc1OC (stereo not given)	0.0	-4	-19	-5	0.4	-2	-5	97	4	0
NC(=O)c1cc(-c2csc(-c3cccnc3)n2)ccc1O	0.2	6	-4	6	-0.3	9	7	101	-2	4
CCOC(=O)c1sc(NC(=O)C(C)Sc2nnc(N)s2)nc1C (stereo not given)	0.2	-1	0	-2	-0.2	-10	2	101	-2	2
CN1CCN(C(=O)CC2(CC(=O)O)CCCC2)CC1	0.5	2	7	5	-1.9	7	4	93	-1	-2
COc1ccc(S(=O)(=O)CCc2nc3ccccc3s2)cc1	-0.2	-1	-5	-3	1.1	-10	7	102	1	1
Cc1cccc(C(CC(=O)O)NC(=O)C(F)(F)F)c1 (stereo not given)	-0.5	-1	2	1	-0.7	-8	1	101	-2	2
COc1ccc(CNC(=O)/C(C#N)=C/c2cccc(OC)c2OC)cc1	2.0	6	-5	-13	-0.4	2	-15	99	-1	9
CCOP(=O)(OCC)c1nc(-c2ccc(C)cc2)oc1NCc1ccccc1	-0.1	-1	5	3	-2.0	2	8	100	6	-2

Additional compounds:
SMILES	aDG glyco act	Exocytosis inh	CaV13 FRET inh	HTR2A ag	hiPSC survival	H9c2 protect	Vif inh	ABCB6 inh MLPCN	PDI turbidity	Glyco luc inh
O=C(CCl)Oc1ccc2occ(C(=O)c3cccs3)c2c1	-0.1	-4	.	3	-0.9	-3	.	85	15	5
COc1ccc(Cl)cc1NC(=O)CSc1nc(-c2ccccc2)cc(=O)[nH]1	0.0	0	-6	1	-0.1	-4	2	101	0	1
C/C(=N\NC(=O)c1csc(C)c1C)c1ccco1	0.0	15	-3	-4	-3.6	-18	4	98	-1	-4
Cc1ccc(-c2cc(C(F)F)n3ncc(C(=O)N4CCN5CCCC5C4)c3n2)cc1 (stereo not given)	0.1	7	-5	-3	3.6	-3	9	102	1	7
CCC(C)C(CO)NC(=O)/C=C/[C@H]1O[C@@H](n2cnc3c(NC(=O)c4ccccc4)ncnc32)[C@H](O)[C@@H]1O (stereo not given in full)	-0.1	2	-6	0	0.9	4	12	100	.	2
COc1ccccc1C1C2C(=O)N(c3ccccc3)C(=O)C2ON1c1ccccc1 (stereo not given)	0.1	4	-5	4	1.6	6	2	99	3	1
O=C(CN1C(=O)C2CCCCC2C1=O)Nc1ccc(S(=O)(=O)Nc2ncccn2)cc1 (stereo not given)	-0.3	-2	-4	0	3.4	14	5	102	-7	1
Nc1nc(CSc2ncn[nH]2)nc(Nc2ccc(F)cc2)n1	0.3	-12	-4	0	0.2	-3	6	110	-1	1
COc1ccc(S(=O)(=O)Nc2ccccc2C(=O)NC2CC2)cc1NC(C)=O	-0.2	4	-7	11	-0.3	18	6	99	-5	-1
CCN(CC)CC(=O)NN(Cc1ccccc1)c1ccccc1	0.1	-1	-4	-4	-0.5	4	0	98	4	-3
CC(=O)c1ccc(-n2ccnc2)cc1	-0.1	-5	-5	-1	0.2	0	9	101	3	2
Nc1c(N2CCCCC2)c2ccccc2oc1=O	-0.6	-2	-3	1	-1.1	-4	28	100	5	2
O=S(=O)(NC1=NCCC1)c1ccc(F)cc1	-0.1	6	-5	1	1.0	-2	13	88	4	0
Cc1nn(C)c(C)c1S(=O)(=O)N(CC(=O)NCCN1CCOCC1)c1ccc(C(C)C)cc1	0.1	0	-5	-2	0.8	-3	8	97	-39	1
O=[N+]([O-])c1ccc(S(=O)(=O)NCC(c2cccnc2)N2CCc3ccccc3C2)cc1 (stereo not given)	-0.1	1	-6	-5	-0.5	3	-4	99	-1	0
CCNC(=O)NC(=O)CSc1nc2ccccc2n1CC(C)C	-0.2	-2	-3	2	-1.5	-1	3	101	-7	0
